# Screening results from PubChem BioAssay.
# PGE2 EP2 inh: human EP2 receptor antagonists, primary screen, TR-FRET cAMP, C6 glioma cells. Prostaglandin E2 receptor EP2 subtype (Homo sapiens), P43116. C6 glioma cells expressing human EP2; cells stimulated with saturating PGE2. inhibition, % at 25 µM. actives 0.52% (n = 260,000). AID 1422, 2008;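 active = percent inhibition above 40 after rounding to a whole number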;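 note: rat C6 glioma host cells with rolipram phosphodiesterase inhibitor present; the protocol text gives 20 µM as final concentration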
# Target sequence (P43116 whole entry, looked up): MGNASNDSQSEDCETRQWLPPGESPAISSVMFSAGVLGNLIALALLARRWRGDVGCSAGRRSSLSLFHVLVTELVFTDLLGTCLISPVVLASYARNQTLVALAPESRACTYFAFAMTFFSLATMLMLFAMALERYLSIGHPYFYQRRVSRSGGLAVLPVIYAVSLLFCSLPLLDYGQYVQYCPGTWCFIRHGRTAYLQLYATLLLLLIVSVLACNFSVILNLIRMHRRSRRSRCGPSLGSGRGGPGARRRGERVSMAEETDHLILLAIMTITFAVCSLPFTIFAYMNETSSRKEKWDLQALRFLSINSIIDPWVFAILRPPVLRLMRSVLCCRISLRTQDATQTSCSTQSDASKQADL
# * = called active by the depositor. The list is partial, so the mix of outcomes need not match the whole.
SMILES,PGE2 EP2 inh
COc1ccc2cc(C(c3nnnn3Cc3ccc(F)cc3)N3CCCC3)c(=O)[nH]c2c1 (configuration not stated),9
COc1ccc(C2(NCc3ccc(OC)c(Cn4nc(C)cc4C)c3)CC2)cc1,11
CC[C@@H](Cn1nc(-c2cccs2)ccc1=O)NC(=O)c1snnc1C,5
Nc1c(C(=O)NCc2ccc3c(c2)OCO3)sc2nc3cc4c(cc3cc12)OCCO4,16
CC(=O)N1c2ccc(NC(=O)COc3ncnc4ccccc34)cc2CC1C (configuration not stated),8
COc1ccc(OC)c(NC(=O)Cn2cc(C(=O)C(C)(C)C)c3ccccc32)c1,11
COC(=O)c1c(NC(=O)C(C)C)sc(C(=O)Nc2ccccc2OC)c1C,14
CCOCCCNC(=O)Cn1nc(CC)n2c(cc3occc32)c1=O,7
CC(=O)[C@@]1(N=Nc2ccc(S(N)(=O)=O)cc2)CCOC1=O,116*
Cc1cc(NC(=O)c2cccc(F)c2)ccc1NC(=O)c1ccco1,11
Cc1ccc(OCc2nnc(SCC(=O)Nc3ccccc3Br)n2C)cc1,9
COc1ccc(C(c2nnnn2C(C)(C)C)N2CCC(C(N)=O)CC2)cc1 (configuration not stated),6
COc1cccc(C2(O)CCN(CCNC(=O)CN3CCCCCC3)CC2)c1,7
O=C(O)CN1C(=O)O[C@@H](c2ccccc2)C1=O,13
Oc1ccc(-c2nc3cnccn3c2NCc2cccs2)c(O)c1,9
COc1ccc(C2=NNC(c3cccnc3)=Nc3ccc(Cl)cc32)cc1,3
CNC(=S)N1CCC(NC(=O)NC2CCCCC2)CC1,5
O=C(Cn1cc(C(=O)C2CCCCC2)c2ccccc21)NCc1ccc2c(c1)OCO2,18
O=C(NC1CCCCC1)C(c1ccccn1)N(Cc1ccccc1Cl)C(=O)Cc1cccs1 (configuration not stated),11
CCn1c(CNc2ccc(C)cc2C)nnc1SCC(=O)Nc1ncc(C)s1,11
CC(=O)Nc1ccc(NC(=O)CSc2nnnn2-c2ccc(F)cc2)cc1,5
COc1cccc2ccc(CN(CCCn3ccnc3)Cc3ccc(C)s3)nc12,4
O=C(c1ccncc1)N1CCN(C2CCCCCC2)CC1,5
Cc1nnc(SCC2=C(C(=O)O)N3C(=O)C(N)C3SC2)s1 (configuration not stated),15
Cc1[nH]n2c(=O)c3c(nc2c1C#N)CCC3,5
CCc1[nH]n2c(=O)c(Cl)c(C)nc2c1-c1ccc(F)cc1,7
COc1ccc(-n2c(Cc3ccccc3)nnc2SCC(=O)N2CCCCC2)cc1,10
Nc1nc2c(Cl)c(Cl)ccc2s1,61*
CCOC(=O)C1C2C=CC3(CN(C(C)C)C(=O)C13)O2 (configuration not stated),10
CCOC(=O)c1ccc(NC(=S)Nc2ccc(Br)cc2N)cc1,20
O=S(=O)(NC1CCCC1)c1ccc(S(=O)(=O)N(Cc2cccs2)Cc2cccs2)cc1,15
CCn1c(CNc2cc(Cl)ccc2Cl)nnc1SCC(=O)Nc1ccccc1OC,15
CCC(CN1CCN(C)CC1)NC(=O)Cc1sc(C)nc1-c1ccc(C)c(C)c1 (configuration not stated),3
COc1ccc(NC(=O)CSc2nnc(-c3ccncc3)n2C)c(OC)c1,10
COc1ccc2cc(CN(C3CCCC3)C(c3nnnn3Cc3ccco3)C(C)C)c(=O)[nH]c2c1 (configuration not stated),3
COCCN(C(=O)c1ccc(Cl)cc1)c1nnc(-c2ccncc2)s1,14
CCCc1nc2c(s1)CCc1onc(-c3ccc(OC)cc3)c1-2,5
CCc1ccc2[nH]c(=O)c(C(c3nnnn3C3CCCCC3)N3CCOCC3)cc2c1 (configuration not stated),13
CCO[C@H]1OC(C(=O)NCc2nc3ccccc3[nH]2)=C[C@@H](c2ccc3c(c2)OCO3)[C@@H]1CCCO,13
CC1(C)CC2CC(C)(CN2C(=O)c2ccc(Cl)cc2)C1 (configuration not stated),13
O=C(NC1CCCCC1)N(CCc1ccccc1)Cc1cc2cc3c(cc2[nH]c1=O)OCO3,9
CCN(CC)CCCN(Cc1cc2cc(C)ccc2[nH]c1=O)C(=O)Nc1ccc(F)cc1,10
CCOC(=O)C1C2C=CC3(CN(c4cccc(C)c4)C(=O)C13)O2 (configuration not stated),12
CC(=O)c1ccc(NC(=O)CSc2nnc(-c3cccnc3)o2)cc1,13
CCCc1nc(SCC(=O)Nc2ccc(OCC)cc2)c2ccccc2n1,6
Cc1ccc2cc(C#N)c(SCC(=O)Nc3cccc(Cl)c3Cl)nc2c1,14
CCC(=O)N1CCN(c2ccc(NC(=O)COc3ccccc3)cc2)CC1,3
C[N+](C)(C)CC(O)CC(=O)O (configuration not stated),11
CCCn1c(SCC(=O)Nc2cc(C)cc(C)c2)nnc1-c1ccncc1,3
CCOc1ccc(-c2cnc[nH]2)cc1,9
CNC(=O)Cc1nc2ccccc2n1CC(=O)Nc1ccc(C)c(Cl)c1,3
Cc1ccc2nc(SCC(=O)Nc3cccc(F)c3)[nH]c2c1,12
O=C(NC1CCCCC1)C(c1ccc(F)cc1)N(Cc1ccco1)C(=O)Cc1ccsc1 (configuration not stated),7
CCOc1ccccc1Nc1c2c(nc3nnnn13)CCCC2,12
Cc1cc(C)cc(-n2nnnc2SCC(=O)Nc2ccc3c(c2)OCO3)c1,13
CCCCN1CC[C@H]2C=CC[C@@H](C(=O)Nc3ccccc3)[C@H]2C1=O,9
CC(C)(C)Nc1c(-c2ccc(O)c(O)c2)nc2cnccn12,13
Cc1ncc(COP(=O)(O)O)c(C)c1O,16
c1ccc(CCn2nnnc2C(c2cccnc2)N2CCCCC2)cc1 (configuration not stated),9
CCN1CCCC1CN(Cc1cc2ccc(C)cc2[nH]c1=O)C(=S)Nc1cccc(C)c1 (configuration not stated),16

# Following part
SMILES,PGE2 EP2 inh
Cc1oc(C2CC2)cc1C(=O)N1CCC2(CC1)NC(=O)c1ccccc1O2,7
Oc1c(Br)cc(Br)c2cccnc12,12
CCOc1cc(OCC)c(C2C(C#N)=C(N)Oc3n[nH]c(C)c32)cc1Br (configuration not stated),7
CCN1CCCC1CN(Cc1ccccn1)Cc1cccc(C)n1 (configuration not stated),6
CCN1C=CC(=C(/C=C2\C=CC=CC2=O)CS(=O)(=O)O)C=C1,12
O=C(Nc1cccc2ccccc12)C1CCN(C(=O)c2ccccc2Cl)CC1,6
Cc1occc1-c1nnc(SCC(=O)Nc2ccc3c(c2)OCO3)n1C,12
CC(=O)Nc1nc(C)c(C(=O)Nc2nnc(C)s2)s1,11
COc1c(C)cccc1C(=O)Nc1nc2ccc(NC(C)=O)cc2s1,13
COc1ccc(C2=NNC(c3cccnc3)=Nc3ccc(Br)cc32)cc1OC,7
CNS(=O)(=O)c1ccc(NC(=O)c2cc3nc(-c4ccco4)cc(C(F)(F)F)n3n2)cc1,10
CCN(CC)CCCNC(=O)c1cnn2c(C(F)F)cc(-c3ccc(C)cc3)nc12,15
COc1ccc(-n2nnnc2SCC(=O)N2CCCCC2C)cc1 (configuration not stated),8
CCCC(O)(CN1CCOCC1)c1ccc(OCC)cc1 (configuration not stated),9
CCC(=O)c1cn(CC(=O)Nc2ccc(C)cc2)c2ccccc12,6
CC(C)[C@@H](C(=O)O)N1C(=O)c2ccccc2C1=O,14
COc1cccc(C(O)CN2CCC3(CC2)CC(O)c2ccc(OC)cc2O3)c1 (configuration not stated),10
CCc1c(C)sc(NC(=O)c2cc(-c3ccccc3Cl)on2)c1C#N,8
Cc1cc(C)c2cc(CN(C3CCCC3)S(=O)(=O)c3ccc4c(c3)OCCO4)c(=O)[nH]c2c1,13
COc1ccccc1C1=NOC(C)(c2nnc(-c3cccc(Cl)c3)o2)C1 (configuration not stated),10
COCCn1c(SCC(=O)Nc2ccc(C)cc2)nnc1-c1ccoc1C,7
C=CCn1c(NC)nc2c1c(=O)n(C)c(=O)n2C,7
Cc1cc(Cl)ccc1OCC(=O)Oc1c(Cl)c(Cl)c(Cl)c(Cl)c1Cl,50*
COc1ccc2nc(-c3ccncc3)cc(C(=O)O)c2c1,7
Nc1ccn(C2O[C@H](CO)[C@@H](O)[C@@H]2O)c(=O)n1 (some centres not stated),15
Cc1ccc(-n2c(SCC(=O)N3CCCCC3)nnc2-c2cccnc2)cc1C,9
CN(C)C(=O)N1CCN(S(=O)(=O)c2ccc(F)cc2)CC1,11
Cc1cc2c(cc1C)NC1=C(N2)O[C@H](c2c[nH]c3ccc(COc4ccccc4)cc23)C1=O,56*
COc1ccc(C(=O)CN2CCN(C(=O)c3ccncc3)CC2)cc1,9
O=C(O)CCC(=O)Nc1ccc(N2CCCCC2)cc1,8
COc1ccc(C(=O)NC(=S)Nc2sc3c(c2C(N)=O)CCC(C)C3)cc1 (configuration not stated),5
COC(=O)C[C@@H]1C2(C)C(=O)[C@@H](CC3=C4CC(O)O[C@@H](c5ccoc5)[C@]4(C)CCC32)[C@H](O)C1(C)C (some centres not stated),7
COCCNC(=O)C(=O)NCc1cccnc1,11
Cc1ccc(C)c2[nH]c(=O)c(CN(CCO)C(=O)Nc3ccccc3)cc12,8
CCn1nc(C)c(N)c1C,7
CC1=NN(C(=O)c2ccco2)C(O)(c2cccnc2)C1 (configuration not stated),4
COc1ccc(Cl)cc1C(=O)N1CCN(C(=O)c2ccco2)CC1,10
Cc1ccc(N2CC(C(=O)NCCN3CCOCC3)CC2=O)cc1 (configuration not stated),13
COC(=O)C1=C(CCc2ccccc2)NC(=O)NC1c1ccc(Cl)cc1 (configuration not stated),18
C[C@]1(c2ccccc2)O[C@@H]2C[C@H]3[C@@H]4CCC5=CC(=O)C=C[C@@]5(C)[C@@]4(F)[C@H](O)C[C@]3(C)[C@]2(C(=O)CO)O1,51*
CC(C(=O)N1CCN(Cc2ccco2)C[C@@H]1C(C)C)c1n[nH]c(=O)c2ccccc12 (some centres not stated),10
CCc1ccc2[nH]c(=O)c(CN(CC3CCCO3)C(=O)NCc3ccccc3)cc2c1 (configuration not stated),12
Cc1cc(C)c2[nH]c(C(=O)NCCn3nc(C)nc3C)c(C)c2c1,6
CC(C)c1ccc(C2C(C(=O)c3ccco3)=C(O)C(=O)N2CC2CCCO2)cc1 (configuration not stated),15
CCOC(=O)c1ccc(NC(=O)c2c(O)c3ccccc3[nH]c2=O)cc1,16
C#CCOC(=O)[C@H](N)CC(N)=O,8
CC(=O)N1CCCN(S(=O)(=O)c2ccc3c(c2)oc(=O)n3C(C)C)CC1,8
CCCn1c(SCC(=O)Nc2ccc(C(C)=O)cc2)nc2c1c(=O)n(C)c(=O)n2C,9
Cc1ccc(F)cc1NC(=O)CSc1nc(-c2cccs2)cc(C(F)(F)F)n1,13
CCc1cc2ccccc2nc1SCC(=O)Nc1ccc2c(c1)OCO2,9
CCn1c(=O)oc2cc(S(=O)(=O)NC3(c4ccccc4)CC3)ccc21,6
O=C(O)/C=C/C(=O)Nc1ccc(S(=O)(=O)N2CCCCC2)cc1,19
COCCNCc1cc2c(-c3cccc(F)c3)nn(-c3ccccc3)c2[nH]c1=O,5
CC(C)(C)NC(=O)CN(C(=O)CNC(=O)c1cccs1)c1cccc(F)c1,9
COc1ccc(C2=NN(C(C)=O)C(c3cccc(OC)c3OC)C2)cc1 (configuration not stated),15
COC/C=C/C1=CC2=CC(=O)C(C)(OC(=O)c3cnc4ccccc4n3)C(=O)C2=CN1CC(C)C (configuration not stated),11
Cc1cccc2cc3c(N)c(C(=O)Nc4c[nH]c(=O)[nH]c4=O)sc3nc12,30
Cc1ccc2cc(CN(CCCO)C(=S)NCc3ccco3)c(=O)[nH]c2c1C,14
COc1ccc(OC)c(NC(=O)C2=C(C)NC(=O)NC2c2cc(OC)c(OC)c(OC)c2)c1 (configuration not stated),7
OC1(c2cccnc2)CCN(CC2(c3ccc(Cl)cc3)CC2)CC1,2
COc1cc(C2C(C(=O)OC(C)C)=C(C)NC3=C2C(=O)CC(C)(C)C3)ccc1O (configuration not stated),25
CCOC(=O)N1CC=C2C(C#N)=C(N)C(C#N)(C#N)C(Cc3ccccc3)C2C1 (configuration not stated),8
CCC(=O)N(Cc1cc2cc(OC)ccc2[nH]c1=O)c1ccccc1OC,10

# Three entries from above, ordered by length of the SMILES, highest first:
SMILES,PGE2 EP2 inh
Cc1cc(NC(=O)c2cccc(F)c2)ccc1NC(=O)c1ccco1,11
CCCc1nc2c(s1)CCc1onc(-c3ccc(OC)cc3)c1-2,5
CCOc1ccc(-c2cnc[nH]2)cc1,9

# Structures listed so far containing a thiophene ring, fused or not, in the order listed:
SMILES,PGE2 EP2 inh
CC[C@@H](Cn1nc(-c2cccs2)ccc1=O)NC(=O)c1snnc1C,5
Nc1c(C(=O)NCc2ccc3c(c2)OCO3)sc2nc3cc4c(cc3cc12)OCCO4,16
COC(=O)c1c(NC(=O)C(C)C)sc(C(=O)Nc2ccccc2OC)c1C,14
Oc1ccc(-c2nc3cnccn3c2NCc2cccs2)c(O)c1,9
O=C(NC1CCCCC1)C(c1ccccn1)N(Cc1ccccc1Cl)C(=O)Cc1cccs1 (configuration not stated),11
COc1cccc2ccc(CN(CCCn3ccnc3)Cc3ccc(C)s3)nc12,4
O=S(=O)(NC1CCCC1)c1ccc(S(=O)(=O)N(Cc2cccs2)Cc2cccs2)cc1,15
O=C(NC1CCCCC1)C(c1ccc(F)cc1)N(Cc1ccco1)C(=O)Cc1ccsc1 (configuration not stated),7
CCc1c(C)sc(NC(=O)c2cc(-c3ccccc3Cl)on2)c1C#N,8
COc1ccc(C(=O)NC(=S)Nc2sc3c(c2C(N)=O)CCC(C)C3)cc1 (configuration not stated),5
Cc1ccc(F)cc1NC(=O)CSc1nc(-c2cccs2)cc(C(F)(F)F)n1,13
CC(C)(C)NC(=O)CN(C(=O)CNC(=O)c1cccs1)c1cccc(F)c1,9
Cc1cccc2cc3c(N)c(C(=O)Nc4c[nH]c(=O)[nH]c4=O)sc3nc12,30
